Screening results from PubChem BioAssay.
BAP1 inh – human BAP1 deubiquitinase inhibition. recombinant BAP1, Ub-AMC hydrolysis fluorescence kinetic; hits give low values. activity remaining (% of control), % at 20 µM. hit rate 0.48% among 72,000. AID 436;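 active = activity remaining at or below 50% of control, provided the compound also passes the data quality filters; inactive = the rest, including low values that fail the filters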;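 note: 100% = DMSO wells rate and 0% = substrate alone blank rate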
Target sequence (Q92560 whole entry, looked up): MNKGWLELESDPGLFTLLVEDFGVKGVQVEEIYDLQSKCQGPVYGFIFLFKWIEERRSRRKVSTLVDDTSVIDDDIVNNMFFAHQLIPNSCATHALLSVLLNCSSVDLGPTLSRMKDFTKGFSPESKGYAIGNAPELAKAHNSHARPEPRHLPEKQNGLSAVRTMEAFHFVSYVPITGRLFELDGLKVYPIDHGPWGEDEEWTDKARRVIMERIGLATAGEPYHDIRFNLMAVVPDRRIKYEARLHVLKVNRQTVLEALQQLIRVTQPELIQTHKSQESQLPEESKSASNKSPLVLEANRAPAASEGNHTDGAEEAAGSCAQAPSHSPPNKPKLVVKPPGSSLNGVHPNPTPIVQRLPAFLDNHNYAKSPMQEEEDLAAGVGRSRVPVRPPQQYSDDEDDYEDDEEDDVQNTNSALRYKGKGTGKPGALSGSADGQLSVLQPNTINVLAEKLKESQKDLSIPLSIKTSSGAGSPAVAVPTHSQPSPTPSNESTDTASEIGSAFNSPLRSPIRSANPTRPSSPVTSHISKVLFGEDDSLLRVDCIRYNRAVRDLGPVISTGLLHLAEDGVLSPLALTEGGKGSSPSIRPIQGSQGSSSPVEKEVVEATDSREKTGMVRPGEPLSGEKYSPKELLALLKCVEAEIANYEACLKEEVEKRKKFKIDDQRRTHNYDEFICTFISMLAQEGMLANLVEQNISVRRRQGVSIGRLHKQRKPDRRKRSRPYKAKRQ
HePTP inhibitor – inhibitors of human HePTP phosphatase; P35236; recombinant HePTP phosphatase activity, OD absorbance; inhibition, % at 20 µM; hit rate 0.64% among 110,000; AID 521; in the data active = inhibition above about 50%;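 note: plate controls were vehicle for no effect and reference inhibitor for full effect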
Target sequence (P35236 whole entry, looked up): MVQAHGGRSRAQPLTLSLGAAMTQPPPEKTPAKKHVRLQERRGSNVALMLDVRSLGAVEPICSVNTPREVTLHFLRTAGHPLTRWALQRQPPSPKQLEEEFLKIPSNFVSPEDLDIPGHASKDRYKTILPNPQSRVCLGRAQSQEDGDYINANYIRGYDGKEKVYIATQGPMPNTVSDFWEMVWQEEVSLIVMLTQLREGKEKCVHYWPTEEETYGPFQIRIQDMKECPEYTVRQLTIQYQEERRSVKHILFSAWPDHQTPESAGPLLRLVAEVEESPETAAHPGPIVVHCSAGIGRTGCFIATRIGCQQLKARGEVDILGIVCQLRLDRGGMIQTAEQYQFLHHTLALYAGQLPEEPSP
Active calls of the source: *; / = no result given; & = joins results of further samples.

BAP1 inh	HePTP inhibitor	smiles
/	7.4	COC(=O)C1=C(C)NC(=S)NC1c1cccc(Cl)c1 (configuration not stated)
101.2	6.7	OCCNc1nc(Nc2ccccc2)nc(Nc2ccccc2)n1
101.9	/	COc1ccc2c(c1)CCC(C)N2S(=O)(=O)c1ccc(C2CNC(=O)C2)cc1 (configuration not stated)
103.3	/	Cc1cccc(OCCC(=O)OCC(=O)N2CCc3ccccc32)c1
/	-14.2	O=C(Nc1cccc(F)c1)c1ccc(I)cc1
74.6	0.9	CC1=C(C(=O)OCc2ccc3c(c2)OCO3)C(c2ccc(Cl)cc2)NC(=O)N1 (configuration not stated)
/	6.8	N#Cc1c(/N=C/c2cc(Br)cc(I)c2O)sc2c1CCCC2
99.8	-5.6	CC1(C(=O)NC2CCCC2)CCC(=O)N1Cc1ccc2c(c1)OCO2 (configuration not stated)
92.4	5.9	O=C(Nc1ccc2c(c1)nc1n2CCCCC1)c1cc(S(=O)(=O)N2CCOCC2)ccc1Cl
90.7	5.7	O=C(Cn1c(=O)oc2ccccc21)N1CCN(c2ccc(N3CCOCC3)nn2)CC1
/	10.1	Cc1cc(C)c(NS(=O)(=O)c2cc([N+](=O)[O-])ccc2Cl)c(C)c1
95.9	-6.4	O=C(NC1c2ccccc2-c2ccccc21)N1CCCCC1
155.6	0.3	C=C(C)COc1ccc2c(C)c(C)c(=O)oc2c1OCC(=C)C
90.2	1.3	Nc1nc(CSc2nc3ccccc3s2)nc(N2CCCCC2)n1
104.8	7.5	c1ccc(CNc2ncnc3c2cnn3-c2ccccc2)cc1
/	0.3	COc1ccccc1/C=N/NC(=O)C(C)Oc1ccc(Cl)cc1 (configuration not stated)
/	3.9	CCOc1ccc(N2C(=O)CC(NCCNc3ccc([N+](=O)[O-])cn3)C2=O)cc1 (configuration not stated)
99.9	7.8	CC(C)c1ccc2c(c1)C(=O)NC(C)(C)C2
103.6	5.7	Cc1cc(NC(=O)CSc2cn(C)c3ccccc23)no1
98.6	5.9	COc1ccc(S(=O)(=O)N(CC(=O)NCCCN(C)C)c2ccc(C)cc2)cc1OC
147.9	4.5	COc1ccc(-c2cc3nc(C4CCN(C(=O)OC(C)(C)C)CC4)c(C(=O)O)cn3n2)cc1
/	11.2	O=C(NCc1cccc(F)c1)c1c(O)c2ccccc2[nH]c1=O
59.4	7.1	N#CCSc1nnc2ccc3ccccc3n12
/	9.0	Cc1nc(N)sc1C(=O)N/N=C/c1ccc(O)cc1

In a second layout: 5 of the compounds above
compound | BAP1 inh | HePTP inhibitor
CC(C)c1ccc2c(c1)C(=O)NC(C)(C)C2 | 99.9 | 7.8
Cc1cc(NC(=O)CSc2cn(C)c3ccccc23)no1 | 103.6 | 5.7
COc1ccc(S(=O)(=O)N(CC(=O)NCCCN(C)C)c2ccc(C)cc2)cc1OC | 98.6 | 5.9
COc1ccc(-c2cc3nc(C4CCN(C(=O)OC(C)(C)C)CC4)c(C(=O)O)cn3n2)cc1 | 147.9 | 4.5
O=C(NCc1cccc(F)c1)c1c(O)c2ccccc2[nH]c1=O | / | 11.2

Further compounds
BAP1 inh	HePTP inhibitor	smiles
/	-14.7	O=C(CC1Sc2ccccc2NC1=O)Nc1ccc([N+](=O)[O-])cc1 (configuration not stated)
95.8	/	CC(=O)SC1CC2=CC(=O)CC[C@]2(C)C2CC[C@@]3(C)C(CC[C@@]34CCC(=O)O4)C12 (some centres not stated)
95.4	5.8	Cc1ccc(-c2nnn(CC(=O)N(CCO)C(C(=O)NC(C)(C)C)c3ccncc3)n2)cc1 (configuration not stated)
90.7	-12.0	Cc1ccc(CNC(=O)C2CCN(S(=O)(=O)c3c(C)noc3C)CC2)cc1
80.7	5.6	N#CC(C#N)=c1ccc2c(c1)N1C3=C(CCCC3)CC3CCCCC31N=2 (configuration not stated)
/	1.9	CS(=O)(=O)N(CC(=O)Nc1ccc(Cl)cc1)c1cccc(C(F)(F)F)c1
/	3.2	COCCn1c(N)c(C(=O)NCC2CCCO2)c2nc3ccccc3nc21 (configuration not stated)
/	-3.6	CCCOc1ccc(-c2cc(C(=O)NCC3CCCO3)c3ccccc3n2)cc1 (configuration not stated)
85.2	/	CCOC(=O)c1cccc(N2C(=O)C3C4C=CC(CC4)C3C2=O)c1 (configuration not stated)
/	8.6	NC(=O)c1cc(NC(=O)COc2ccc(F)cc2)cc(C(N)=O)c1
86.0	/	O=C(Oc1ccccc1)c1ccc(=O)oc1
/	-6.9	CC(C)(C)OC(=O)N1N=C(c2ccccc2)CC1(O)C(F)(F)F (configuration not stated)
/	-3.2	COc1ccc(Cl)cc1C(=O)Nc1ccccc1N1CCN(C(=O)C(C)C)CC1
/	-6.5	Cc1[nH]c2ccccc2c1/C=C/c1nc2ccccc2c(=O)n1Cc1ccccc1
/	1.8	Cc1ccc(S(=O)(=O)N2c3ccccc3C(Nc3ccccc3)CC2C)cc1 (configuration not stated)
/	-4.0	CC(C)CNC(=O)c1cccc(NC(=O)C(c2ccccc2)c2ccccc2)c1
105.8	-4.5	CC12CN(Cc3ccccc3)CC(C)(CN(Cc3ccccc3)C1)C2=NO
103.1	-3.9	CCc1nc(NCCCN2CCOCC2)c2oc3ccccc3c2n1
/	-0.2	COC(=O)COc1ccc(/C=C2\C(=O)NC(=O)N(c3ccc(OC)cc3)C2=O)cc1OC
93.4	-10.4	CCn1c(C2CC(=O)N(c3ccc(C)c(C)c3)C2)nc2ccccc21 (configuration not stated)
98.4	-12.3	Cc1cc(C)cc(NC(=O)CN(C)S(=O)(=O)c2cccc3nsnc23)c1
86.9	5.4	CCOC(=O)N1CCC(Nc2c(Nc3cccc(CC)c3)c(=O)c2=O)CC1
71.9	12.4	CCOC(=O)c1cnc2ccc(C(=O)OC)cc2c1NCCN1CCOCC1
84.6	/	Cc1sc2nc(C(C)(C)C)oc(=O)c2c1C
/	5.3	O=C(/C=C/c1ccc(Cl)cc1)Nc1ccc2c(c1)OCO2
95.9	6.2	O=C(c1cnn2ccccc12)N(Cc1ccco1)C1CCCC1
101.2	-17.8	O=C(CSc1nnc(-c2ccccc2)n1C1CCCCC1)N1CCCC1
100.5	1.2	O=c1c2ccccc2nc(-c2ccco2)n1CCCn1ccnc1
/	9.2	COc1ccc(NC(=O)CN(c2cccc(Cl)c2)S(C)(=O)=O)c(OC)c1
71.8	4.9	CC(Nc1nc(N2CCCC2)nc2ccccc12)c1ccccc1 (configuration not stated)
/	-1.3	CSCCC(C(=O)O)N1C(=O)/C(=C/c2cccc(O)c2)SC1=S (configuration not stated)
103.5	9.0	C=CCn1c(O)c(C(CC)=Nc2ccccc2NC(=O)CC)c(=O)[nH]c1=O
/	6.3	O=C(O)CCCCCN1C(=O)C(=O)/C(=C(/O)c2ccc(Cl)cc2)C1c1ccc(F)cc1 (configuration not stated)
85.1	-0.4	CCCS(=O)(=O)N1CCC(C(=O)NCCCOC(C)C)CC1
/	-11.7	C=CCOc1ccc(/C=N/NC(=O)C(=O)NCc2ccccn2)cc1
103.5	6.1	N=c1c2c(n(Cc3ccc(Cl)cc3)c3c1CCC3)CCC2

Reprinted from the part before: three entries, then new ones.
BAP1 inh	HePTP inhibitor	smiles
85.1	-0.4	CCCS(=O)(=O)N1CCC(C(=O)NCCCOC(C)C)CC1
/	-11.7	C=CCOc1ccc(/C=N/NC(=O)C(=O)NCc2ccccn2)cc1
103.5	6.1	N=c1c2c(n(Cc3ccc(Cl)cc3)c3c1CCC3)CCC2
99.1	9.8	COC(=O)c1ccc(N(CC(=O)NC2CCCC2)C(=O)CNC(=O)c2ccco2)cc1
/	-8.0	COc1ccccc1N1C(=O)CC(Nc2ccccc2)C1=O (configuration not stated)
/	7.9	Cc1cc(C)c(/C=N/NS(=O)(=O)c2ccc(Cl)cc2)c(C)c1
/	-8.8	C=CC(=O)NC(NC(=O)C=C)c1ccc(OC)c(OC)c1
/	-15.8	O=C(NC(=S)NNc1ccccc1)c1cc2ccccc2oc1=O
208.8	9.6	COc1ccc(-c2cc3nc(C)cc(C)n3n2)c(OC)c1
/	-0.8	CCOc1ccccc1NC(=O)CSc1ccccn1
113.6	/	O=C(CCn1c(=O)oc2ccccc21)Nc1ccon1
/	-13.1	COc1ccc(C(NC(C)=O)c2c(OC(C)=O)ccc3ccccc23)cc1 (configuration not stated)
/	-12.5	Cc1nc(NCCN2CCOCC2)c2oc3ccccc3c2n1
/	10.2	Cc1ccc(-n2nc3cc(Cl)c(NC(=O)c4ccco4)cc3n2)cc1
/	-5.7	COc1ccc(/C(N)=N/OC(=O)c2cccc(Cl)c2)cc1

Whole records, looked up by structure.
O=C(NCc1cccc(F)c1)c1c(O)c2ccccc2[nH]c1=O reads BAP1 inh: /; HePTP inhibitor: 11.2
CCOC(=O)c1cnc2ccc(C(=O)OC)cc2c1NCCN1CCOCC1 reads BAP1 inh: 71.9; HePTP inhibitor: 12.4

Continuation:
BAP1 inh	HePTP inhibitor	smiles
104.6	8.4	Cc1cccc(OCCc2nnc(N)s2)c1C
/	-6.6	O=[N+]([O-])c1ccccc1N/C(=N/S(=O)(=O)c1ccc(Cl)cc1)c1ccccc1
/	4.5	CCC(C)NC(=O)CN(c1ccc(OC)cc1)S(=O)(=O)c1ccccc1 (configuration not stated)
/	-6.3	COc1ccc(Cl)cc1C(=O)NCc1ccccn1
/	1.3	COc1cc(C2C3=C(Nc4c2c(=O)n(C)c(=O)n4C)c2ccccc2C3=O)cc(OC)c1OC (configuration not stated)
/	-6.1	O=C(Nc1ccccc1C(=O)NCCO)c1ccccc1Cl
102.3	3.5	NS(=O)(=O)c1cc2c(cc1Cl)NC(C(Cl)Cl)NS2(=O)=O (configuration not stated)
113.4	10.4&0.5	Nc1nnc(CSCc2ccccc2)s1
97.7	-0.9	CC(C)CN(C(=O)CSc1nnc2c(Cl)cc(C(F)(F)F)cn12)C1CCS(=O)(=O)C1 (configuration not stated)
/	-17.4	Cc1cc(NC(=O)Nc2ccccc2)no1
63.9	0.7	Cc1cc(C(=O)Nc2ccccc2C#N)n(-c2ccccc2)n1
92.1	3.8	O=S(=O)(O)c1nnc2sc3ccccc3n12
83.4	1.5	C=CCOc1ccc(/C=C/C(C)=N\O)cc1
91.1	2.6&-4.6	CCOC(=O)C1C(=O)N(C(=O)c2cncc(Br)c2)CC1c1ccccc1 (configuration not stated)
107.6	-3.0	COc1ccc(C(=O)NCc2nnc(SCC(=O)N3CCC(C)CC3)o2)cc1OC
74.1	6.1	Cc1cc(C)c2c(c1)NC(=O)C2(O)CC(=O)c1cccs1 (configuration not stated)
106.9	2.0	CCN1CCCC1CNC(=O)c1cn(CC)c2ccc(S(=O)(=O)N3CCCCCC3)cc2c1=O (configuration not stated)
/	4.8	CCN(CC)C(=O)c1ccccc1NC(=O)c1ccccc1Cl
106.0	6.7	CCNc1nc(N)c(C(=O)c2ccc(Cl)s2)s1
/	2.3	C=CCn1cc(F)c(=O)n(CC(C)C)c1=O
/	7.2	Cc1cccc(-n2c(-c3ccccc3)nc3c(cnn3-c3ccccc3)c2=O)c1
/	-2.3	O=C(O)c1cccc([N+](=O)[O-])c1C(=O)Nc1ccc(Cl)cn1
/	7.7	CCOCCOC(=O)c1ccc(NC(=O)c2cncc(Br)c2)cc1
117.3	0.2	CN1/C(=C\P(=O)(N(C)C)N(C)C)C(C)(C)c2ccccc21
65.4	8.5&9.6	O=C(O)c1ccccc1SCc1ccc2c(c1)OCO2
95.0	0.5	CCCn1nnnc1SCC(=O)c1ccc(NC(C)=O)cc1
92.8	8.4	CN(C)CCCNCCCCNC(=O)/C=N/O
/	-7.7	CC(C)CNC(=O)CN(c1ccccc1)S(=O)(=O)c1ccccc1[N+](=O)[O-]
98.0	2.8	COc1ccc(N2C(=O)C3CCCN3C2c2ccc(C)o2)cc1Cl (configuration not stated)
/	1.9	O=[N+]([O-])c1cnc(N2CCN(Cc3ccccc3)CC2)c([N+](=O)[O-])c1
98.0	4.0	C=CCC(NCCCO)c1cccc(OC)c1OC (configuration not stated)
101.4	4.0	Cc1nc2ncnn2c(C)c1CCC(=O)N1CCOCC1
/	3.0	O=C1CSC(c2ccccc2F)N1Cc1ccccc1 (configuration not stated)
89.0	-4.9	COC(=O)C1=C(C)Nc2ncnn2C1c1ccc(OC(=O)c2ccccc2)cc1 (configuration not stated)
102.3	4.0	CCOc1ccc(OCc2cccc(C(=O)O)c2)cc1
97.1	1.9	O=c1c(-c2ccccc2)c(O)c2cccc3c2n1CCC3
/	-16.8	COc1ccc(/C=C2/N=C(c3ccc(C)cc3)OC2=O)cc1Br
94.6	0.3	CN(C)Cc1c(O)ccc2occ(C(O)c3ccccc3)c12 (configuration not stated)
/	-11.8	O=C(CSc1nc2ccccc2o1)c1ccc(-c2ccccc2)cc1
/	0.3	COc1cc(/C=C2\C(=O)NN(c3ccccc3)C2=O)ccc1OS(=O)(=O)c1ccccc1
/	-15.7	CCn1c(O)c(N=NC(=O)c2ccccc2Cl)c2ccccc21
78.7	/	CC[C@@H](C)[C@H]1O[C@]2(CC[C@@H]1C)C[C@@H]1C[C@@H](C/C=C(\C)[C@@H](O[C@H]3C[C@H](OC)[C@@H](O[C@H]4C[C@H](OC)[C@@H](O)[C@H](C)O4)[C@H](C)O3)[C@@H](C)/C=C/C=C3\CO[C@@H]4[C@H](O)C(C)=C[C@@H](C(=O)O1)[C@]34O)O2
91.8	1.2	CC1Cc2ccccc2N1C(=O)CSc1nc2ccccc2o1 (configuration not stated)
48.5*	1.9	CCOC(=O)N1CCN(C(=O)c2cccn3c(=O)c4sccc4nc23)CC1
103.4	-4.0	Cc1nc2sc3c(c2c(=O)o1)CC(C)(C)OC3
/	-17.9	COc1ccccc1/C=N/NC(=O)COc1c(Br)cc(Br)cc1Br
